# CHRM4 agonist = agonists of human muscarinic M4 receptor (CHRM4); P08173; CHO-K1 hM4/Gqi5, Fluo-8 calcium fluorescence; vehicle 0%, full acetylcholine response 100%; activation, % at 3 µM; hit rate 0.14% among 360,000; AID 624127;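 active means activation above the run mean over all test wells plus 3 SD, cut at about 32% in these data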;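 further: peak over basal fluorescence ratio per well then scaled between controls; 0% = DMSO wells and 100% = acetylcholine at EC100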
# Target sequence (P08173 whole entry, looked up): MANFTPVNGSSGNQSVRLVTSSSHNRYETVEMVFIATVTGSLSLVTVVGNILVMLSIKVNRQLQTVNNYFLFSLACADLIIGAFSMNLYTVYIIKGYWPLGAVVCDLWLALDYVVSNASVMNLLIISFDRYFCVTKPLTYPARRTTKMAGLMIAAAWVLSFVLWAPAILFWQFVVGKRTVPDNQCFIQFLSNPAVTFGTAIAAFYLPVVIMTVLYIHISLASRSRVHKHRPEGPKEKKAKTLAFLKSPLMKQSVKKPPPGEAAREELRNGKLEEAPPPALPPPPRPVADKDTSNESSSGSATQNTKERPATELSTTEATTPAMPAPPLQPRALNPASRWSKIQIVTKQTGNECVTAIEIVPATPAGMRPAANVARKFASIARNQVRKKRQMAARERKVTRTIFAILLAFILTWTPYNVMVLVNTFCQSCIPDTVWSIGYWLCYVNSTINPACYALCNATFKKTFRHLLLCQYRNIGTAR
# M5 PAM = CHRM5 positive allosteric modulation. AID 624038. hit rate 0.3% among 360,000. activation, % at 3 µM. CHO-K1 hM5, Fluo-8 calcium, ACh EC20 PAM; 0% = ACh EC20, 100% = ACh EC100. P08912;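 active means activation above the run cutoff, the mean activation of all test compounds plus 3 SD, cut at about 18% in these data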
# Target sequence (P08912 whole entry, looked up): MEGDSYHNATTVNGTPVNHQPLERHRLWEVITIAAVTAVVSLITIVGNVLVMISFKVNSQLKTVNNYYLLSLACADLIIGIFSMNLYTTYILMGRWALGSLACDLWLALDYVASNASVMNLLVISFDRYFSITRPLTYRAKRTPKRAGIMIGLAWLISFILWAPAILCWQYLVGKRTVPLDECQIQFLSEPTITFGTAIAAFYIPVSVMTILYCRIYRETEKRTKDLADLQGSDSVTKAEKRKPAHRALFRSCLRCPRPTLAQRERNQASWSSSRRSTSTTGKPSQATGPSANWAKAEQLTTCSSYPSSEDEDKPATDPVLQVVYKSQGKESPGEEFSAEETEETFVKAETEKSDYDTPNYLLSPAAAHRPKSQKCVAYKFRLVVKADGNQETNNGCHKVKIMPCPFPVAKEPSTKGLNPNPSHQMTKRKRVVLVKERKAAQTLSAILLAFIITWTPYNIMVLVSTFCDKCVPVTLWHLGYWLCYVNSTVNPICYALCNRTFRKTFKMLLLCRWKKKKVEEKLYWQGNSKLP
#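 Probe or stimulus: acetylcholine, EC20 level; Assay system: human M5 receptor in CHO-K1 cells; Schedule: compound preincubation 140 s before EC20 acetylcholine addition; Technique: intracellular calcium via Fluo-8 fluorescence; Dosing: single-point, 3 µM nominal; Read-out basis: percent activation from peak-over-basal fluorescence ratio, scaled EC20-to-EC100 acetylcholine; Repeats: one well per compound, no replicates.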
# CRFBP-R2 agonist = CRF-BP/CRF-R2 complex agonism; AID 588473; activation, % at 13.2 µM; hit rate 0.46% among 350,000; HEK293 CRF-R2/CRF-BP, calcium dye fluorescence (FLIPR); percent of saturating CRF peptide response;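 active means activation of at least 50%, plus an integration ratio under a set limit after plate pattern correction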;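 further: plate controls were neutral control wells without compound for no effect and CRF at EC100 for full effect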
# IDE cell inh = cellular human IDE inhibition; hit rate 0.41% among 320,000; inhibition, % at 5.59 µM; HEK cells, FAbetaB cleavage, fluorescence polarization;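 active means percent inhibition above the average of all tested compounds plus 3 SD, set per screening campaign, cut at about 16% in these data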;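 further: IDE supplied by intact live HEK cells; FP after avidin binding of uncleaved biotin substrate so inhibition keeps polarization high; 0% = DMSO wells and 100% = 60 µM reference IDE inhibitor Ii1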
# CHRM4 PAM = positive allosteric modulators of human muscarinic M4 receptor; activation, % at 3 µM; hit rate 0.4% among 360,000; AID 624126; CHO-K1 hM4/Gqi5, Fluo-8 calcium fluorescence, ACh EC20; 0% = ACh EC20, 100% = maximal ACh;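 active means activation above its plate's cutoff, the mean activation of sample wells plus 3 SD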; further: some results filed as inactive read as strong as hits
# M4 antag = antagonists of human muscarinic M4 receptor (CHRM4); P08173; AID 624125; CHO-hM4 cells, ACh EC80, Fluo-8 calcium fluorescence; inhibition, % at 3 µM; hit rate 0.73% among 360,000;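 active means inhibition above its plate's cutoff, the mean inhibition of sample wells plus 3 SD, cut at about 27% in these data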;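 further: 0% = acetylcholine EC80 with DMSO and 100% = DMSO without agonist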
# M5 antag = antagonists of human muscarinic M5 receptor (CHRM5); CHO-hM5 cells, Fluo-8 calcium fluorescence, ACh EC80; inhibition, % at 3 µM; hit rate 0.59% among 360,000;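 active means inhibition above a per-plate cutoff, the mean of that plate's test compounds plus 3 SD, cut at about 27% in these data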;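 further: 0% = acetylcholine EC80 with DMSO and 100% = DMSO without agonist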
# CHRM5 agonist = CHRM5 agonism in calcium assay; CHO-K1 hM5 cells, Fluo-8 calcium fluorescence; 0% DMSO wells, 100% maximal acetylcholine response; activation, % at 3 µM; hit rate 0.19% among 360,000;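 active means activation above the run's mean over test compounds plus 3 SD, cut at about 23% in these data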;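 further: signal is peak over basal fluorescence ratio across the kinetic read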
# CRFR2-BP antag = blocks CRF-induced signaling of the CRF-BP/CRF-R2 complex | hit rate 0.59% among 350,000 | inhibition, % at 11.8 µM | HEK293 CRF-R2/CRF-BP, CRF-induced calcium fluorescence;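 active means inhibition of the ligand-induced calcium signal above about 50% at the single tested concentration, limit read from the data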
# * marks the source's active call; other numbers are inactive results; . = no result given.
# Start of the data: the first 2 compounds (preview)
CHRM4 agonist,M5 PAM,CRFBP-R2 agonist,IDE cell inh,CHRM4 PAM,M4 antag,M5 antag,CHRM5 agonist,CRFR2-BP antag,canonical_smiles
4,-2,6.0,2,1,-4,7,1,2,CCCOc1ccc(Oc2ccc(S(=O)(=O)N3CCN(C)CC3)cn2)cc1
3,-7,1.1,4,-1,-8,-2,4,6,O=C(NCCN1CCOCC1)C1CCN(c2ncnc3c2sc2cccc(F)c23)CC1

# The whole of this part, repeating the preview:
CHRM4 agonist,M5 PAM,CRFBP-R2 agonist,IDE cell inh,CHRM4 PAM,M4 antag,M5 antag,CHRM5 agonist,CRFR2-BP antag,canonical_smiles
4,-2,6.0,2,1,-4,7,1,2,CCCOc1ccc(Oc2ccc(S(=O)(=O)N3CCN(C)CC3)cn2)cc1
3,-7,1.1,4,-1,-8,-2,4,6,O=C(NCCN1CCOCC1)C1CCN(c2ncnc3c2sc2cccc(F)c23)CC1
-1,3,1.4,-4,1,-7,0,-8,-6,Cc1nn(C(C)C(=O)NCCCN(Cc2ccccc2)C(C)C)c(=O)c2c1sc1ccccc12 (stereo not given)
15,-5,-0.2,2,-5,-4,5,3,6,CCN(CC)CCCNC(=O)C1c2cc(OC)c(OC)cc2C(=O)N(C)C1c1cccnc1 (stereo not given)
8,-5,-3.0,1,-2,-14,16,0,15,COc1ccc(CCNC(=O)COC(=O)/C=C/c2ccc(OC)cc2OC)cc1
10,-5,6.2,0,4,3,8,6,0,COc1ccc(CC(=O)Nc2cc(S(=O)(=O)Nc3ccc(OC)cc3)ccc2OC)cc1
8,-1,-0.8,-1,-4,5,13,7,23,CC(=O)c1ccc(NC(=O)CN(C)CC(=O)Nc2cccc(F)c2)cc1
20,-10,.,.,-17,9,6,2,.,Cc1c(C(=O)NCc2ccc(F)cc2)sc(=O)n1Cc1ccc(Cl)c(Cl)c1
3,-5,1.7,6,3,-11,1,0,0,COCCCNC(=O)c1cn(CCOC)c(=O)c2c1c1ccccc1n2C
0,-3,1.5,3,7,-15,0,-4,61*,Brc1ccc(-c2noc(CCc3ccccc3)n2)o1
2,3,-0.3,1,5,3,7,-1,4,Cc1nc(N2CCN(c3ccccn3)CC2)c2c(C)c(C(=O)N3CCN(c4cccc(Cl)c4)CC3)sc2n1
0,-3,7.0,-3,0,-5,2,-1,20,COc1ccc(C(=O)O)cc1S(N)(=O)=O
-1,4,-2.1,3,4,-6,0,2,17,CCOC(=O)C(=CNc1ccc(S(N)(=O)=O)cc1)C(=O)OCC
1,19*,-0.6,9,-2,8,-4,-3,12,CCCn1c(SCC(=O)Nc2ccc(OCC)cc2)nnc1C(C)C
1,2,-1.2,-5,2,10,1,-1,2,CC(=O)N1c2ccccc2C(=O)C1N(C)c1ccc(C)cc1 (stereo not given)
1,0,-0.4,.,5,-3,1,3,0,Cc1ccc(C(=O)N[C@H](C(=O)Nc2ccc(N3CCOCC3)cc2)C(C)C)cc1
1,1,-1.3,6,22*,-13,4,3,11,COCCN(C(=O)COC(=O)c1cccnc1SC)c1c(N)n(Cc2ccccc2)c(=O)[nH]c1=O
1,0,-0.6,8,4,8,1,6,-2,CCOC(=O)Cn1nc(C)cc1NC(=O)c1ccncc1
0,-3,-3.6,3,-3,10,13,-2,9,Cc1noc(C)c1-c1nc(CS(=O)(=O)c2ccc(F)cc2)no1
14,0,-2.8,6,-10,2,2,-1,-11,O=C1C(Nc2ccccc2)=C2CCCC=C2N1c1ccccc1
0,2,-0.4,.,-9,8,-7,-1,17,Cc1cc(C)c(Cn2c(=O)[nH][nH]c2=O)cc1Cn1c(=O)[nH][nH]c1=O
0,-10,0.7,3,5,-8,-3,-3,13,COc1ccc(OC)c(NC(=O)COc2ccc3c(c2)CCC3)c1
1,0,7.5,7,-7,14,2,3,-14,CCCC1OC23CCCCC2C(C#N)(C(=N)O3)C1(C#N)C#N (stereo not given)
0,1,-1.6,-1,4,-3,1,-1,11,CCCCSc1nc2c(cc1C#N)CCC2
1,2,2.9,3,-8,5,-2,3,-8,CCOC(=O)C1CCCN(S(=O)(=O)c2ccc(OC)cc2)C1 (stereo not given)
0,-3,-0.3,7,-2,8,4,0,-7,CCN(CC)C(=O)c1cn(CC)c(=O)c2cc(OC)c(OC)cc12
1,-5,-0.4,3,5,0,1,2,-1,Cc1cc(S(=O)(=O)N2CCCC2)ccc1OCC(=O)N1CCOCC1
0,-15,-1.1,3,-5,1,4,-20,-6,Cc1ccc(SCC(=O)NC2CC3CCC(C2)N3C)cc1 (stereo not given)
0,7,-4.2,1,4,3,5,0,1,CCCCN1C(=O)C(=O)N(CC(=O)Nc2ccccc2C(C)=O)C1=O
2,1,1.6,1,12,-3,-1,-3,-2,COc1cc(CN2CCC(C(=O)N3CCN(c4ccccc4F)CC3)CC2)ccc1O
0,9,-5.4,.,2,-2,4,3,-10,Nc1[nH][nH]c(=O)c1N=Nc1ccccc1
1,-7,2.9,7,-5,-3,-6,2,-11,CC1(C)CC(=O)C(C=Nc2ccc(O)c(N=CC3=C(O)CC(C)(C)CC3=O)c2)=C(O)C1
10,-12,-4.3,1,-14,1,9,1,2,COc1ccc(C2=NN(CN3C(=O)C(=O)c4ccccc43)C(c3ccc(OC)cc3)C2)cc1 (stereo not given)
2,6,-0.1,-4,-7,-6,3,0,-14,C=CCN(C(=O)c1csnn1)C(C(=O)NC1CCCCC1)c1ccc(Cl)cc1 (stereo not given)
0,-5,1.6,1,-6,2,5,-3,36,O=C(NCCN1CCCCC1)c1c(O)c2ccccc2[nH]c1=O
0,-3,.,.,-1,-3,1,-1,.,CCCNC(=O)C1(C)CCCN(Cc2ccc(-n3ccnc3)cc2)C1 (stereo not given)
4,-5,-0.1,.,-3,3,15,-5,1,COC(=O)c1ccc(NC(=S)N2CCN(C(=O)c3ccco3)CC2)cc1
1,-6,1.4,1,6,-3,-12,-2,1,CCOC(=O)c1ccc(NC(=O)CN2CCN(c3ccccc3)CC2)cc1
1,2,.,.,-7,-2,-3,1,.,CCc1nc2ccc(C(=O)NCCCN3CCCC3=O)cn2c1N(CCC(C)C)CCN(C)C
6,-12,4.8,0,-3,-14,-3,0,-4,COc1ccc(C2=Nc3cc(C)ccc3OC2)cc1
8,-2,1.6,2,-1,4,2,3,8,Cn1c(N)c(C(=O)COC(=O)C23CC4CC(CC(C4)C2)C3)c(=O)n(C)c1=O
2,0,0.4,9,2,8,9,1,-20,COc1ccc(/C=N/NC(N)=S)cc1OC(=O)c1cccc2ccccc12
1,4,-0.7,0,7,-8,-1,-2,-11,CCC(=O)c1ccc(N2CCC(C)CC2)c(F)c1
1,4,-0.6,1,3,-3,4,0,17,Cc1ccccc1-n1nc(SCC(=O)O)sc1=S
0,0,1.2,.,-6,-1,-2,1,-21,O=C(O)C(CCc1ccccc1)N1CCOCC1 (stereo not given)
1,0,1.5,-2,-4,-5,-1,-1,-1,N#Cc1cc2c(=O)n3ccccc3nc2n(CCCN2CCOCC2)c1=O
0,3,-5.7,3,7,-7,-3,-3,-4,CC(C)C(=O)NC(c1ccccc1Cl)c1c(O)ccc2ccccc12 (stereo not given)
0,-3,-0.8,-3,-7,1,7,4,-9,Cc1cccc(NC(=O)CSc2nc(NS(=O)(=O)c3ccccc3)cc(=O)[nH]2)c1
2,6,-1.0,-2,-13,18,8,-10,11,COC(=O)C(CC(=O)c1ccc(Br)cc1)n1nc(C)cc1C (stereo not given)
2,-3,0.3,1,5,1,4,0,-11,CC12CC3CC(C)(C1)CC(C(O)CN1CCOCC1)(C3)C2 (stereo not given)
0,4,1.2,-5,14,4,0,-5,-11,Cc1ccc(C(=O)N2CCN(C)CC2)cc1S(=O)(=O)N1CCOCC1
1,-10,-0.9,2,6,-5,-1,-7,-6,CCOC(=O)Nc1ccc2c(c1)Sc1ccccc1N2C(=O)CCN1CCOCC1
0,0,.,.,6,0,4,1,.,CC1(C(=O)NCc2ccco2)Cc2c(-c3ccccc3)ccnc2O1 (stereo not given)
2,4,1.3,5,6,9,-3,2,-20,O=C1CCN(C(=O)c2cccs2)c2ccccc21
0,1,0.7,-1,0,-16,-11,-1,8,COc1cc(/C=N/NC(=O)c2ccccc2O)ccc1OC(=O)CC1SC(=O)NC1=O (stereo not given)
0,12,0.8,-2,-2,0,-5,-2,-2,Cc1ccc(CNC(=O)CN(C)S(=O)(=O)c2ccc3c(c2)n(C)c(=O)c(=O)n3C)cc1
1,-4,0.0,-5,0,-1,11,-5,-7,Cc1cc(=O)oc2c(C)c(OC(C)C(=O)NCCN3CCOCC3)ccc12 (stereo not given)
2,-4,2.4,3,5,5,-3,0,5,CCOC(=O)c1c(C)c(C(=O)Nc2ccc3c(c2)OCCO3)c(C)n1CC
1,-4,-1.0,3,-1,1,20,-5,3,COc1ccc(C(=O)NNC(=O)c2cc3cc(OC)ccc3oc2=O)cc1
0,-3,-1.2,3,-2,5,-3,-1,3,CN(CC(=O)N1CCCCCC1)S(=O)(=O)c1ccccc1

# Further structures:
CHRM4 agonist,M5 PAM,CRFBP-R2 agonist,IDE cell inh,CHRM4 PAM,M4 antag,M5 antag,CHRM5 agonist,CRFR2-BP antag,canonical_smiles
2,-9,8.9,6,0,2,-3,-10,4,CCCC1Cc2c(sc3nc(SC)nc(N)c23)CO1 (stereo not given)
1,-4,1.8,-4,-5,-4,-9,-3,-7,CCC(C)c1ccc(NC(=S)NCc2cccs2)cc1 (stereo not given)
8,-9,0.3,-1,-8,-3,2,2,1,COc1ccc(C2c3ccc(O)cc3Oc3ncn(Cc4ccccc4)c(=N)c32)cc1OC (stereo not given)
1,5,0.5,-4,5,-1,5,0,7,COc1cc(/C=N/NC(=O)C2CCN(CC(O)COCc3ccccc3)CC2)cc(OC)c1OC (stereo not given)
3,1,13,.,4,-13,1,-7,16,CCOC(=O)C=C(C(=O)OCC)C(=O)OCC
0,10,-0.2,2,-2,-7,-2,1,11,Cc1ccc(S(=O)(=O)N2CCOCC2)cc1NC(=O)CN(C)C1CCS(=O)(=O)C1 (stereo not given)
0,-1,-0.1,12,-3,2,3,-1,-31,Cc1ccc(C(=O)/C=C/c2ccco2)c(O)c1
1,0,.,.,-1,1,2,0,.,COc1ccc(-c2cc(N3CCN(CCO)CC3)n3nccc3n2)cc1
-2,-9,.,.,-1,2,-9,0,.,COC(=O)c1ccc2nc(-c3ccccc3)c(Cc3ccc(C)cc3)n2c1
0,0,-0.5,2,-6,0,-5,-1,-11,CCCCCn1c(=O)[nH]c2cc(C(=O)NCCN3CCOCC3)ccc2c1=O
0,0,.,.,1,-5,0,-2,.,CCOC(=O)c1cc(-c2ccc(N3C(c4ccsc4)=Cc4ccccc4C3CC(C)=O)cc2)cc([N+](=O)[O-])c1 (stereo not given)
0,2,-1.4,3,9,-2,-2,-1,-3,CCC(C)NC(=O)Cn1nc([N+](=O)[O-])c(Cl)c1C (stereo not given)
1,-4,-1.7,-5,12,-11,4,2,9,CC(C)[C@H](NC(=O)N1CC(=O)Nc2ccccc21)C(=O)N[C@@H](Cc1ccccc1)C(=O)O
2,0,1.2,6,-1,-7,-3,-1,4,CN1C(=O)C(C)(C)c2cc(S(=O)(=O)NCc3ccc(Cl)cc3)ccc21
6,-1,1.6,2,-5,1,15,1,8,COC(=O)C(Cc1ccc(O)cc1)NC(=O)CCc1nc2ccccc2s1 (stereo not given)

# Screens as filed in PubChem.
